# M4 antag – CHRM4 antagonism in calcium assay. P08173. CHO-hM4 cells, ACh EC80, Fluo-8 calcium fluorescence. inhibition, % at 3 µM. actives 0.73% (n = 360,000). AID 624125;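 active = inhibition above its plate's cutoff, the mean inhibition of sample wells plus 3 SD, cut at about 27% in these data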;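 also: 0% = acetylcholine EC80 with DMSO and 100% = DMSO without agonist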
# M5 antag – blocks acetylcholine activation of human M5 receptor. CHO-hM5 cells, Fluo-8 calcium fluorescence, ACh EC80. inhibition, % at 3 µM. actives 0.59% (n = 360,000);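 active = inhibition above a per-plate cutoff, the mean of that plate's test compounds plus 3 SD, cut at about 27% in these data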;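 also: 0% = acetylcholine EC80 with DMSO and 100% = DMSO without agonist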
# M1 ag – human M1 muscarinic receptor agonism | activation, % at 3 µM | P11229 | CHO-K1 hM1, Fluo-8 calcium fluorescence, agonist mode; 0% DMSO, 100% acetylcholine EC100 | AID 588814 | actives 0.33% (n = 360,000);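 active = activation above the run's mean compound activation plus 3 SD, cut at about 16% in these data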;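 also: peak over basal fluorescence ratio within a 140 s kinetic read after compound addition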
# Target sequence (P11229 whole entry, looked up): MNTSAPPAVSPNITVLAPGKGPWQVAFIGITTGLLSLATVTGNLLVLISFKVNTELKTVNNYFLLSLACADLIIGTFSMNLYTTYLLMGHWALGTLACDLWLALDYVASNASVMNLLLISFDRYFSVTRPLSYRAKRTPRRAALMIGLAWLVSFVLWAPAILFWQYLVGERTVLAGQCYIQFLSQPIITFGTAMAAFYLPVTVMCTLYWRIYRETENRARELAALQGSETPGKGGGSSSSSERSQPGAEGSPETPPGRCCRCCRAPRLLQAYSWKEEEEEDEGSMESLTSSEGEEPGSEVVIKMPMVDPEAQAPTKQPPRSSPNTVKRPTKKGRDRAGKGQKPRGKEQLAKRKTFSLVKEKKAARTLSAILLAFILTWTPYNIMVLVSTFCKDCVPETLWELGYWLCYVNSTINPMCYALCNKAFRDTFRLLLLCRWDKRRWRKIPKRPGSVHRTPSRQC
# CHRM5 agonist – agonists of human muscarinic M5 receptor (CHRM5); P08912; CHO-K1 hM5 cells, Fluo-8 calcium fluorescence; 0% DMSO wells, 100% maximal acetylcholine response; activation, % at 3 µM; actives 0.19% (n = 360,000);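 active = activation above the run's mean over test compounds plus 3 SD, cut at about 23% in these data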;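 also: signal is peak over basal fluorescence ratio across the kinetic read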
# CHRM1 antagonist – antagonists of human M1 muscarinic receptor; P11229; CHO-K1 hM1, Fluo-8 calcium fluorescence, ACh EC80 antagonist; inhibition, % at 3 µM; actives 1.3% (n = 360,000); AID 588852;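 active = percent inhibition above its own plate's cutoff, namely the mean of that plate's compound wells plus 3 SD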;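 also: peak over basal fluorescence ratio during 140 s after agonist addition; 0% = ACh EC80 plus DMSO and 100% = DMSO alone without agonist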
# M4 ag – agonists of human muscarinic M4 receptor (CHRM4); AID 624127; actives 0.14% (n = 360,000); P08173; activation, % at 3 µM; CHO-K1 hM4/Gqi5, Fluo-8 calcium fluorescence; vehicle 0%, full acetylcholine response 100%;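 active = activation above the run mean over all test wells plus 3 SD, cut at about 32% in these data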;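 also: peak over basal fluorescence ratio per well then scaled between controls; 0% = DMSO wells and 100% = acetylcholine at EC100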
# M1 PAM – potentiates human M1 receptor response to acetylcholine | P11229 | CHO-K1 hM1, Fluo-8 calcium fluorescence, ACh EC20; 0% = ACh EC20, 100% = maximal ACh | activation, % at 3 µM | actives 0.088% (n = 360,000); in the data active = activation above about 19%, passing the limit was not always enough
# TAAR1 agonist – human TAAR1 agonism; Q96RJ0; CHO RD-HGA16 TAAR1, Fluo-8 calcium fluorescence; vehicle wells 0%, saturating PEA agonist 100%; activation, % at 3 µM; actives 0.99% (n = 360,000); AID 624467;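 active = activation above the mean activation of all test compounds in the run plus 3 SD, cut at about 38% in these data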
# Target sequence (Q96RJ0 whole entry, looked up): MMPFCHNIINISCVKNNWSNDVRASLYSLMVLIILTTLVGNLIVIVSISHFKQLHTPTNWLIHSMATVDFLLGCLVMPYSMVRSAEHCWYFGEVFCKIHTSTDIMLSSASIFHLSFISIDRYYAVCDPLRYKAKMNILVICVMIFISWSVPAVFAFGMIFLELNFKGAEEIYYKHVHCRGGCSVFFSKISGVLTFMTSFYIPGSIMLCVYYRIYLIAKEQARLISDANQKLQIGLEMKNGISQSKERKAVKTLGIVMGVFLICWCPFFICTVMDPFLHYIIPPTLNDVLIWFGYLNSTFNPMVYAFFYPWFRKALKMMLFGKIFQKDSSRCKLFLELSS
#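 Benchmarks: low control DMSO, high control PEA (EC100); System: CHO RD-HGA16 cells carrying human TAAR1 plus Gα16; Detection: Fluo-8 fluorescence, 5 s baseline then 140 s kinetic read; Schedule: 17-24 h plating, Fluo-8 75 min 37 °C, 30 min RT; Read-out basis: % activation from peak over basal fluorescence ratio, DMSO-to-PEA scaled.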
# M5 PAM – potentiates acetylcholine response at human M5 receptor; P08912; CHO-K1 hM5, Fluo-8 calcium, ACh EC20 PAM; 0% = ACh EC20, 100% = ACh EC100; activation, % at 3 µM; actives 0.3% (n = 360,000);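 active = activation above the run cutoff, the mean activation of all test compounds plus 3 SD, cut at about 18% in these data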
#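 System: CHO-K1 cell line with stable human muscarinic M5 receptor expression | Also added: EC20 acetylcholine as agonist stimulus | Compound: One concentration, 3 µM final (nominal) | Timing: Fluo-8 loading 80 min at 37 °C plus 30 min room temperature | Measured by: Fluo-8 calcium dye fluorescence, kinetic read | Read-out basis: % activation, ACh-normalized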
# * = called active by the depositor; / = no result given.
canonical_smiles,M4 antag,M5 antag,M1 ag,CHRM5 agonist,CHRM1 antagonist,M4 ag,M1 PAM,TAAR1 agonist,M5 PAM
CCSC1=C(C#N)C(c2ccc(C)o2)CC(=O)N1 (stereo unspecified),-13.2,7.0,-5.3,0.3,-6.5,-0.6,3.0,6.9,-0.4
Cc1ccc(SCCNC(=O)c2ccccc2F)cc1,-1.8,4.4,-3.7,-1.8,-6.7,0.1,2.7,-2.2,-2.6
N/C(=N\NC(=O)c1ccc(Cl)cc1)c1cnccn1,10.5,0.8,-1.5,2.7,6.9,1.6,-0.7,8.2,6.4
Cc1sc2ncnc(N3CCC(C(=O)N(CC(C)C)c4nc5ccccc5s4)CC3)c2c1C,-2.2,3.5,-1.7,-1.4,-6.9,0.8,3.2,-1.0,-0.8
COC(=O)c1c(NC(=O)COC(=O)c2ccc(Cl)nc2)sc(C)c1C,2.9,6.1,-0.6,3.4,-20.1,0.5,9.5,0.2,-5.7
COc1ccc(S(=O)(=O)Nc2cccc(-c3ccc4nncn4n3)c2)cc1F,-1.1,7.8,-4.0,2.2,-1.7,3.0,6.5,2.7,-0.7
COc1ccc(CNC(=O)C(=O)NCC2CCCO2)cc1 (stereo unspecified),5.3,3.5,-3.0,-3.9,-4.9,0.5,2.4,6.7,-1.2
Cc1nc(N)sc1C(=O)N/N=C/c1ccc([N+](=O)[O-])cc1,-6.8,11.7,2.5,-1.0,-17.5,0.9,19.0,4.9,0.1
COc1cc(C(Nc2ccc(S(=O)(=O)NCC3CCCO3)cc2)C(=O)NC(C)(C)C)cc(OC)c1OC (stereo unspecified),-5.6,11.5,-1.0,1.3,-9.5,1.1,4.7,-0.1,-1.6
O=C(Cc1ccc(Br)cc1)Nc1cccc(-c2cn3c(n2)SCC3)c1,-1.2,-10.5,-2.7,15.4,-3.8,9.4,6.4,7.0,3.1
COC(=O)c1ccc(NC(=O)CN2C(=O)CNC2=O)cc1,-3.5,-6.4,-0.5,-0.2,-7.4,0.0,-0.5,0.6,3.4
CN(C)c1ccc(/C=N/NC(=O)CCC(=O)NCc2ccccc2)cc1,1.1,-5.2,-9.8,-1.6,-8.9,-0.2,6.2,-0.5,-3.6
CCc1ccccc1NC(=O)Cn1nc(C(F)(F)F)c2c1CCC2,5.1,-7.0,-3.4,-3.0,-6.5,-1.2,10.6,10.1,5.5
CCOc1ncccc1C(=O)NNC(=O)CSc1ccc(Cl)cc1,-8.9,13.3,-2.0,-1.7,-9.9,1.9,6.4,13.8,6.5
COCCCNC(=S)Nc1ccc2nc3n(c(=O)c2c1)CCCCC3,-4.1,2.4,-3.1,1.0,-7.6,1.8,8.9,6.5,-1.4
CCc1ccc(C(=O)NNC(=S)Nc2ccc(S(N)(=O)=O)cc2)s1,3.0,-13.6,-5.7,1.8,2.2,1.8,8.1,1.3,-1.4
COC(=O)c1ccc(OCCN2C3=NCCN3c3ccccc32)cc1,39.8*,-5.3,-6.1,-7.8,6.7,1.4,-10.2,8.4,-3.1
O=C(O)c1ccc(Cl)c(NC(=S)NC(=O)c2ccccc2[N+](=O)[O-])c1,0.1,2.8,1.4,0.8,-11.8,0.8,9.3,3.9,7.2
O=C1c2cccc3cccc(c23)C(=O)N1CCN1CCN(C(=S)Nc2ccc(Cl)cc2)CC1,4.0,8.7,-4.6,2.0,-2.6,0.4,4.3,0.9,-2.4
Oc1ccc2ccccc2c1C=NC1CCCCC1,-5.5,5.5,-3.6,-3.0,11.1,1.6,-6.8,7.9,7.7
Cc1nc([N+](=O)[O-])c(Br)n1CC(=O)c1ccc2ccccc2c1,-7.5,4.8,-1.1,-1.1,-2.8,10.2,2.4,19.2,-8.1
CC1CCN(S(=O)(=O)c2ccc(C(=O)N3CCOCC3)cc2)CC1,-8.8,6.0,-3.1,-3.1,-6.5,2.9,4.1,8.2,-2.5
COc1cc2c(c(OC)c1OC)C(c1ccccc1C)CC(=O)O2 (stereo unspecified),-12.8,0.1,-4.8,-1.2,-6.8,0.6,6.6,-0.5,-0.6
CN(Cc1ccccc1)C(=O)COC(=O)c1cc(Cl)nc(Cl)c1,6.5,12.4,-5.9,-0.1,1.1,-0.6,1.3,-1.4,-3.6
COc1ccc(NC(=O)[C@H](C)NC(=O)C2CCN(S(=O)(=O)c3ccc(C)cc3)CC2)cc1OC,14.7,8.7,-3.1,-1.8,10.7,-0.6,-3.3,15.7,0.7
C(=N/Nc1cc(N2CCOCC2)nc(N2CCOCC2)n1)/c1ccccc1,-14.9,-10.0,-7.7,-2.7,-12.8,0.7,0.5,-0.7,0.8
Cc1cccc(S(=O)(=O)NNC(=O)c2sc(C)nc2C)c1,-10.7,-7.7,-4.4,1.1,-6.2,4.4,5.9,1.9,2.5
COc1ccc(Cl)cc1NC(=O)CN(C)C(=O)CCCc1c[nH]c2ccccc12,8.7,12.8,-1.5,0.2,3.9,6.3,-3.3,3.3,1.1
CCN1CCN(C(=O)c2ccccc2NC(=O)c2ccc(Cl)cc2)CC1,13.2,-6.2,-1.9,-1.7,-13.2,1.1,2.7,0.4,1.2
CC(C)Sc1nc(-c2ccccc2)cc(=O)[nH]1,-2.0,0.0,-4.1,-1.4,6.1,-1.2,2.2,9.8,2.4
CNC(=O)c1ccc(-c2ccc(Cl)c(Cl)c2)s1,3.5,-5.0,-5.2,0.9,-4.5,3.7,15.6,0.6,5.6
CC1(C)CC(=O)C=C(c2cccc(OC(=O)c3ccc(-c4ccccc4)cc3)c2)C1=O,-9.9,0.7,0.6,-0.1,0.9,0.8,-6.7,1.6,4.0
C#CCOCCOCCOCCNc1nc(N2CCN(C(=O)[C@H](CCCCN)n3cc(CN)nn3)CC2)nc(N2CCN(C(=O)[C@H](CCCCN)n3cc([C@@H](N)[C@H](C)CC)nn3)CC2)n1,-7.2,0.0,-0.5,-2.3,-5.3,-0.1,6.7,9.8,-2.1
CCc1cccc(NC(=O)c2ccc(NS(=O)(=O)c3c(C)noc3C)cc2)c1,4.8,-1.0,-5.2,-2.7,-5.3,3.1,-7.1,16.1,-0.1
COc1ccc(NC(=O)c2cc3sccc3n2Cc2ccc(F)cc2)cc1OC,1.7,-1.1,-3.7,-13.7,16.0,0.8,-6.6,1.3,-24.6
CC12CCC(=O)N1C(C(=O)Nc1ccccc1N1CCOCC1)CS2 (stereo unspecified),4.1,-0.2,-2.7,-3.5,-4.8,1.0,6.7,2.9,-1.1
CC(C)(C)NC(=O)NC(=O)COC(=O)CCCc1c[nH]c2ccccc12,1.3,0.0,-3.5,-0.1,-3.8,8.4,-4.5,11.2,-3.7
COC(=O)c1cc2sccc2n1Cc1ccc(C)cc1,-8.5,-4.4,-8.2,-6.1,4.3,-2.5,-3.1,17.1,-3.8
Cc1cc(NC(=O)CCC(=O)N(CCC(C)C)CC(=O)NCC2CCCO2)no1 (stereo unspecified),-7.3,-1.8,1.2,-4.7,-10.3,0.2,10.6,10.6,2.5
CNc1ncnc2c1ncn2[C@H]1CN(Cc2cccs2)C[C@@H](CO)O1,2.1,-1.4,-2.0,0.9,-10.3,1.2,8.3,1.4,0.2
CCOC(=O)C1(C)CCN1C(=O)c1ccoc1 (stereo unspecified),-9.0,-2.1,1.2,-0.1,-28.4,0.8,14.9,4.0,1.2
O=c1oc2ccccc2c(O)c1C=Nc1cccnc1,-0.8,7.0,-3.7,2.3,6.3,1.8,-2.6,0.4,-1.0
CCc1nnc(N2C(=N)SCC2=O)s1,5.7,-3.0,-3.4,-0.2,-5.7,0.1,14.5,0.5,8.2
S=c1nc(Cc2ccc(Cl)cc2)[nH]c2ccccc12,-8.7,13.6,-4.3,-5.7,13.3,-0.4,-3.7,26.2,-10.5
Cc1cc(C)cc(C(=O)NCC(=O)OCc2cc([N+](=O)[O-])cc3c2OCOC3)c1,2.7,4.5,-7.2,-5.6,7.9,3.6,-8.6,1.0,-5.6
CCOC(=O)CCS(=O)(=O)c1nc(-c2ccccc2)cc(C(F)(F)F)n1,22.3,0.0,-4.2,-4.2,-1.1,1.0,9.0,/,15.1
O=C(Nc1cc(Cl)c(Cl)cc1Cl)c1cccnc1,0.2,3.9,-2.7,2.1,-5.5,4.1,6.6,-0.7,2.4
C[n+]1c(/C=C/c2ccc3c(c2)OCO3)ccc2ccccc21,-4.0,-5.3,-11.7,-2.4,10.0,0.1,0.5,0.2,1.2
Cc1ccc(C)c(OCCC(=O)OCC(=O)NC2CCS(=O)(=O)C2)c1 (stereo unspecified),-18.8,2.7,-2.9,2.0,-10.2,1.8,7.9,0.1,0.3
COc1ccc2[nH]c(C)c(CCNC(=S)Nc3ccc(C)cc3)c2c1,-1.6,-7.8,-12.0,-7.9,-5.4,2.6,6.7,-1.3,2.7

# Next section.
canonical_smiles,M4 antag,M5 antag,M1 ag,CHRM5 agonist,CHRM1 antagonist,M4 ag,M1 PAM,TAAR1 agonist,M5 PAM
O=C(NCc1ccco1)c1ccc(COc2ccccc2Cl)cc1,-0.6,6.0,-5.8,-3.6,-11.9,3.1,4.4,13.7,-0.7
O=C1NC[C@@H](CCCCN2CCN(CCc3ccc(O)cc3)C(=O)C2=O)N(Cc2ccccc2)C1=O,-4.6,0.1,/,-1.7,/,0.9,/,1.9,-1.9
OCCN=C(c1ccccc1)C12CN3CN(CN(C3)C1)C2,-6.7,13.2,-4.4,-6.6,-1.2,0.8,0.0,7.2,-3.5
Nc1nc(-c2cccnc2)nc(N2CCCCC2)n1,-2.5,4.4,13.6,-0.8,-3.6,3.3,-9.5,10.5,2.3
Cc1ccc(NC(=O)Nc2c(C)n(C)n(-c3ccccc3)c2=O)cc1,-1.6,2.9,-3.7,-1.5,-12.1,-0.2,7.3,0.6,-2.4
Cn1cc(C(=O)Nc2ccc(Cl)c(Cl)c2)cn1,-14.4,0.6,7.3,2.1,-7.3,2.3,0.5,11.5,-0.9
Cc1cc(C)cc(OCc2nc3ncc(Br)cc3[nH]2)c1,7.4,6.3,-1.1,-1.5,1.7,-0.1,2.7,3.3,-4.5
CCOc1ccc2c(c1)c(N=Nc1cccc(C(=O)O)c1)c(O)n2C,-2.5,-6.7,-4.0,-2.5,-2.8,-0.2,9.0,-1.6,3.1
COc1cccc(OC)c1C1=CC(=O)C[C@H](c2ccc3c(c2)OCO3)C1,-6.2,-7.7,-2.3,1.2,-8.6,-0.3,11.2,1.1,1.1

# Just TAAR1 agonist, M5 antag and M1 ag, for some of the entries so far:
structure | TAAR1 agonist | M5 antag | M1 ag
Cc1ccc(NC(=O)Nc2c(C)n(C)n(-c3ccccc3)c2=O)cc1 | 0.6 | 2.9 | -3.7
Cn1cc(C(=O)Nc2ccc(Cl)c(Cl)c2)cn1 | 11.5 | 0.6 | 7.3

# Screening results: PubChem BioAssay, The Scripps Research Institute Molecular Screening Center

# Only part of the results is shown. The share of hits here may be higher or lower than overall.
